Compound activity: PubChem BioAssay, several laboratories
TROY NFkB inh = TROY signaling inhibition. AID 1347056. Q293 LMP1-TROYcd NF-kB luciferase reporter, 4 h. 360,000 compounds, 0.98% hits. inhibition, % at 10 µM;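 active = compounds whose plate-normalised and pattern-corrected inhibition of the luciferase reporter signal at the single screening dose is 50% or more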
C8 TRAIL sens = caspase-8 TRAIL sensitization; NB7+C8 cells + TRAIL, ATPlite viability luminescence; inhibition (viability loss, TRAIL sensitization), % at 10 µM; 360,000 compounds, 1% hits;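 active = compounds causing at least 50% loss of cell viability in the single-dose screen, relative to plate controls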
LRH-1 inv ag = NR5A2 inverse agonism in reporter assay | O00482 | HEK293T StAR-luciferase reporter, LRH-1 transfected, 24 h | inhibition, % at 3.6 µM | 360,000 compounds, 0.13% hits;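 active = inhibition above the mean inhibition of all tested compounds plus 3 SD, cut at about 73% in these data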;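 note: 0% = DMSO wells and 100% = reporter-only cells lacking LRH-1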
Target sequence (O00482 whole entry, looked up): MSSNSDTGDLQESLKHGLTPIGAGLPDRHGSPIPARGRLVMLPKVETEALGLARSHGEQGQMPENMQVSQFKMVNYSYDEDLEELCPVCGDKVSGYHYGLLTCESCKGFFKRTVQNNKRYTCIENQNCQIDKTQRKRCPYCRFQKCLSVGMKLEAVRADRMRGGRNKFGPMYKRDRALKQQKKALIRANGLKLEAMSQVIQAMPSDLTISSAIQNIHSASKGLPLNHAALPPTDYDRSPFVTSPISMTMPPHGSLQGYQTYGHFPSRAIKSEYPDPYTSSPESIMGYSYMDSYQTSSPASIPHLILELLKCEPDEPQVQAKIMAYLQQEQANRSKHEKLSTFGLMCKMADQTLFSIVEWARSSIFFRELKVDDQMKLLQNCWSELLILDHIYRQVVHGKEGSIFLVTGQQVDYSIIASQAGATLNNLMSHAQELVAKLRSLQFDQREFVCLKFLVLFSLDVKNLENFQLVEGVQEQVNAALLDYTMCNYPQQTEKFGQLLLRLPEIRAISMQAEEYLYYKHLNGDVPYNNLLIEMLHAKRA
CF NFkB inh = inhibitors of cystic fibrosis induced NF-kB; KKLEB NF-kB-GFP reporter, PAF-induced, GFP fluorescence overnight; inhibition, % at 5 µM; 360,000 compounds, 0.86% hits;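 active = at least 50% inhibition at 5 µM, scaled per plate between neutral and stimulator controls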;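 note: PAF is a Pseudomonas aeruginosa culture filtrate used as stimulus; plate controls were PAF-stimulated DMSO wells for no effect and unstimulated DMSO wells for full effect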
NCOA3 inh = inhibits human SRC3 coactivator; Q9Y6Q9; HEK293 GAL4-SRC3 luciferase reporter, luminescence; inhibition, % at 3.6 µM; 360,000 compounds, 0.17% hits; AID 588352;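 active = inhibition above a per-campaign cutoff, the mean of all compounds plus 3 SD, cut at about 60% in these data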;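 note: 0% = DMSO-treated cells and 100% = gossypol-treated cells at 36 µM; higher means less SRC3-driven luciferase light from the GAL4 reporter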
KKLEB cytotox = counter-screen for CF NF-kB inhibitors: cytotoxicity; KKLEB CF airway cells viability, ATPlite luminescence, overnight; stronger effect = lower value; cells stimulated with P. aeruginosa culture filtrate; activity change (cytotoxicity), % at 5 µM; 360,000 compounds, 0.36% hits; AID 602141;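 active = corrected activity change at or below -50% at 5 µM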
COUP-TFII inh = blocks human COUP-TFII nuclear receptor | P24468 | HEK293T NGFI-A luciferase reporter, luminescence | inhibition, % at 8.6 µM | 370,000 compounds, 0.7% hits;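 active = inhibition above a per-plate cutoff, mean inhibition of test wells between control levels plus 3 SD, cut at about 38% in these data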;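 note: cells cotransfected with COUP-TFII expression vector driving the NGFI-A reporter; 0% = median of COUP-TF2 test wells and 100% = reporter-only cells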
Target sequence (P24468 whole entry, looked up): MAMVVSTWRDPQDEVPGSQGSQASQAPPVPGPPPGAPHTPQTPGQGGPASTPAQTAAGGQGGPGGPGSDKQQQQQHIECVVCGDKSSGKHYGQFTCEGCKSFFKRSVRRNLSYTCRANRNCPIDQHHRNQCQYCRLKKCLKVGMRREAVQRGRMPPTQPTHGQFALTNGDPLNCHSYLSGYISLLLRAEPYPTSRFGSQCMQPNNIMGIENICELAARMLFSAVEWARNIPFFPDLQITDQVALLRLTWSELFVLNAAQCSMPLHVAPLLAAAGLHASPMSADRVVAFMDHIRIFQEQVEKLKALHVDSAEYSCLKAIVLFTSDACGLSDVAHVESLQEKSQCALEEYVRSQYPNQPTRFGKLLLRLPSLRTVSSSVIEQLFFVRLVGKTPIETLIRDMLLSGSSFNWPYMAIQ
LMP1 NFkB inh = reduces LMP1-driven NF-kappaB luciferase signal | LMP1-induced NF-kappaB luciferase reporter cells, luminescence | inhibition, % at 12.5 µM | 350,000 compounds, 0.69% hits; in the data active = inhibition above about 41%;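 note: 0% = neutral control wells and 100% = reference inhibitor control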
TWEAK-Fn14 inh = blocks TWEAK-Fn14 interaction in a reporter cell assay; TWEAK-stimulated Fn14 reporter cells, luciferase luminescence, 8 h; inhibition, % at 10 µM; 360,000 compounds, 2% hits; in the data active = inhibition above about 50%
SRC1 inh = inhibitors of human steroid receptor coactivator 1 (SRC1). HEK293 GAL4-SRC1 luciferase reporter, luminescence. inhibition, % at 3.6 µM. 360,000 compounds, 0.12% hits. AID 588354;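 active = inhibition above the campaign mean plus 3 SD, with each screening campaign given its own cutoff, cut at about 60% in these data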;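 note: 0% = DMSO treated cells and 100% = gossypol at 36 µM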
NCOA2 inhibitor = human SRC2 (NCOA2) inhibition; HEK293 GAL4-SRC2 luciferase reporter, luminescence; inhibition, % at 9 µM; 370,000 compounds, 0.17% hits;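 active = inhibition above the mean inhibition of all tested compounds plus 3 SD, set per campaign, cut at about 52% in these data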;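 note: 0% = DMSO treated cells and 100% = cells given Gossypol at 36 µM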
Numbers without * were called inactive; · = not tested or not shown.

no. | SMILES | TROY NFkB inh | C8 TRAIL sens | LRH-1 inv ag | CF NFkB inh | NCOA3 inh | KKLEB cytotox | COUP-TFII inh | LMP1 NFkB inh | TWEAK-Fn14 inh | SRC1 inh | NCOA2 inhibitor
1 | COc1ccc(NC(C)C(=O)N/N=C/c2ccccc2OCc2cccc(Br)c2)cc1 (stereo not drawn) | -4 | 8 | -12 | 3 | 1 | -3 | -10 | -9 | 23 | -9 | -8
2 | COc1cccc(-c2cnc3c(NC=O)cc(-c4ccccc4Oc4ccccc4)cn23)c1 | -2 | 1 | -22 | 23 | -4 | -20 | -2 | · | 2 | 13 | -5
3 | O=C(Nc1ccccc1N1CCOCC1)c1ccc(N2CCCC2=O)cc1 | 7 | 11 | -8 | 11 | -8 | -2 | 6 | -2 | -3 | -10 | 9
4 | CCN(C(=O)COC(=O)C12CC3CC(CC(NC(C)=O)(C3)C1)C2)C1CCCCC1 | -7 | 2 | -10 | -18 | 2 | 0 | 13 | -6 | -2 | -9 | -4
5 | Cc1cccc(C(=O)NC(=S)N2CCN(C)CC2)c1 | 12 | -4 | -3 | -11 | 10 | 4 | -13 | 0 | 1 | -14 | -10
6 | O=C(NCc1ccncc1)Nc1ccccc1F | 11 | 0 | 7 | 8 | 7 | -6 | 11 | -6 | 5 | -12 | 6
7 | Cc1cc(C)n(Cc2ccc(C(=O)NCc3ccco3)o2)n1 | 9 | 14 | 7 | 7 | -5 | 0 | 3 | 9 | -9 | -9 | -22
8 | O=C(NCCOc1ccccc1)C(c1ccccc1)c1ccccc1 | -15 | -1 | -5 | 17 | -35 | -6 | -16 | -6 | -11 | -6 | -6
9 | CN(CCCN1CCCCC1)C(=O)CCc1nnc(C2CCCCC2)o1 | -5 | -11 | 8 | 2 | 8 | 4 | 5 | 2 | -5 | 0 | 23
10 | O=C(Nc1c(O)c2ccccc2[nH]c1=O)c1ccco1 | 1 | -5 | 6 | -16 | -11 | 8 | 19 | -7 | 23 | -8 | -4
11 | COCCn1c(C)cc(C(=O)CSc2nncn2-c2ccccc2)c1C | 5 | 6 | 3 | 10 | -4 | 8 | -5 | -7 | 2 | -10 | -15
12 | CCCCN(C(=O)CSCC(=O)Nc1ccc(OC)cc1)c1c(N)n(CCC)c(=O)[nH]c1=O | -15 | 9 | 11 | -4 | 20 | -5 | 3 | -5 | 12 | 5 | -9
13 | Cc1cc(C)n(-c2ccc(S(=O)(=O)N3CCCC3)cc2[N+](=O)[O-])n1 | 13 | -12 | 3 | -5 | -1 | 8 | 7 | -5 | -8 | -6 | -23
14 | CN(CC(=O)Nc1ccc(S(=O)(=O)N(C)C)cc1)Cc1ccc(C(F)(F)F)cc1 | 24 | -2 | 6 | 0 | 13 | -10 | 4 | 6 | -5 | 5 | -20
15 | C[n+]1cccc2ccc3c(c21)OC(N)=C(C#N)C3c1ccccc1 (stereo not drawn) | -42 | -4 | 11 | 5 | -3 | 2 | 20 | -6 | 11 | 9 | -10
16 | Cc1ccc(C(c2nnnn2Cc2cccs2)N2CCN(C(=O)c3ccco3)CC2)cc1 (stereo not drawn) | -28 | -2 | 7 | 8 | -2 | -1 | -13 | -1 | 3 | -7 | -5
17 | CCCSc1cc(=O)n(-c2ccc(F)cc2)nc1C(=O)OCC | -6 | 0 | 15 | 12 | -1 | 1 | 18 | 2 | 8 | -11 | -4
18 | c1ccc(C(CN2CCOCC2)c2ccccc2)cc1 | 5 | 11 | 7 | 0 | 11 | -7 | -4 | 5 | 1 | 1 | -2
19 | Cc1ccnc(-n2c(C)cc(/C=N/NC(=O)COc3cccc4cccnc34)c2C)c1 | 7 | 2 | -49 | 4 | 10 | 14 | 3 | -14 | 11 | 8 | -42
20 | CC(=O)c1sc(NC(=O)C2CCCN2S(=O)(=O)c2ccccc2F)nc1C (stereo not drawn) | 6 | -25 | -9 | 13 | 3 | 7 | 13 | 2 | 12 | -24 | -5
21 | Cc1ccc(CNC(=O)CSc2nc(=O)n3cccc(C)c3n2)cc1 | 16 | 6 | -32 | -3 | 7 | -6 | 12 | 4 | -13 | -15 | 7
22 | CCCCCOCC1CC(C/C(C)=N/NC(N)=O)(C(=O)OCC)C(=O)O1 (stereo not drawn) | -9 | -22 | 6 | 2 | 17 | 10 | 9 | 0 | 5 | 8 | -20
23 | CC(=O)c1cccc(NC(=S)Nc2ccc(F)cc2)c1 | -34 | 4 | 1 | 2 | 2 | -2 | 5 | 4 | -5 | -9 | 9
24 | CCOc1ccc(S(=O)(=O)NC2CCCCCC2)cc1 | 9 | -1 | 12 | 12 | 12 | -4 | 14 | 5 | 16 | -35 | 14
25 | CCCCOCCOCCOCCCC | 3 | -14 | 8 | -21 | 1 | 8 | -14 | -8 | -5 | -9 | -16

Remaining list, next part:
no. | SMILES | TROY NFkB inh | C8 TRAIL sens | LRH-1 inv ag | CF NFkB inh | NCOA3 inh | KKLEB cytotox | COUP-TFII inh | LMP1 NFkB inh | TWEAK-Fn14 inh | SRC1 inh | NCOA2 inhibitor
26 | CCc1cc(=O)oc2c(C)c(OCC(=O)NCCN3CCOCC3)ccc12 | 7 | -3 | 41 | 10 | -23 | -5 | -18 | -3 | -13 | -12 | -21
27 | COc1cccc(Cn2nc3c4cc(F)ccc4n(Cc4ccc(F)cc4)cc-3c2=O)c1 | 7 | 26 | -12 | -6 | -18 | -3 | 5 | 6 | 3 | -4 | -14
28 | CC(=O)Nc1c(-c2ccccc2Cl)c(=O)c2ccccc2n1C | -2 | -20 | -11 | -3 | -14 | 8 | 3 | -1 | 1 | -25 | -9
29 | CC(C)C(=O)NC(=S)NCC(=O)c1ccccc1 | 9 | 3 | 0 | -12 | -6 | -6 | -1 | -18 | 6 | -14 | -41
30 | Cc1ccc(NC(=O)CCNC(=O)c2ccccc2Cl)cc1S(=O)(=O)N1CCCCCC1 | 2 | -9 | 11 | 8 | -3 | 11 | -10 | 2 | 1 | 1 | 2
31 | Cc1cccc(N2C(=O)C(Cc3ccccc3)NC2=S)c1 (stereo not drawn) | -15 | -6 | -26 | 14 | 0 | -8 | 1 | 4 | 12 | 10 | 10
32 | Cc1cc(N/C=C(\C#N)S(=O)(=O)c2ccc(Cl)cc2)nc(C)n1 | 3 | 16 | 8 | 14 | 6 | -3 | -14 | 5 | -6 | -24 | -2
33 | COc1ccc(CC(=O)Nc2nc(C)cs2)cc1OC | 13 | 16 | 12 | 4 | 19 | -4 | 11 | 13 | 5 | 2 | 4
34 | COCCN(C(=O)C1CCCC1)c1c(N)n(Cc2ccccc2)c(=O)[nH]c1=O | 0 | -11 | 6 | 8 | 15 | 5 | -7 | 5 | 18 | 7 | -4
35 | CC(=O)Nn1c(-c2ccccc2)cc2ccccc21 | 5 | -2 | -10 | -4 | 16 | 0 | 11 | 4 | 3 | 0 | -15
36 | CC1(c2ccc([N+](=O)[O-])c(CS(=O)(=O)c3ccccc3)c2)OCCO1 | -8 | -10 | -2 | 11 | 4 | 4 | 0 | 4 | -14 | -9 | 15
37 | NC(=O)C1CCCN(Cc2ccc3ccccc3c2)C1 (stereo not drawn) | 12 | 5 | 9 | 9 | -17 | 6 | 14 | 5 | -3 | -4 | -10
38 | COC(=O)c1cccc(NC(=O)CCN2C(=O)C3CC=CCC3C2=O)c1 (stereo not drawn) | -8 | -5 | -1 | 23 | -9 | -10 | -3 | -17 | 6 | -4 | 1
39 | CSc1cccc(NC(=O)c2cnccn2)c1 | -73 | 2 | -26 | -11 | 1 | 7 | -11 | 37 | -23 | -19 | -25
40 | C/C(=N\NC(=O)C12CCC(C)(C(=O)O1)C2(C)C)c1ccccc1O (stereo not drawn) | -5 | 8 | -9 | 28 | 5 | 6 | 10 | 12 | -3 | 0 | -16
41 | O=C(N/N=C/c1cccnc1)c1cc2c(ccc3ccccc32)o1 | -3 | -5 | -34 | -16 | -17 | 7 | 5 | 6 | -3 | -32 | -3
42 | Cc1ccc(NC(=O)CCn2nnc3ccccc32)c(C)c1 | -48 | -3 | -15 | 13 | -12 | -21 | -13 | -8 | -22 | -43 | -67
43 | Cc1ccc(C(=O)Nc2ccccc2N2CCOCC2)cc1S(=O)(=O)N1CCOCC1 | -20 | 4 | 30 | 1 | 15 | -10 | 2 | -4 | 11 | 1 | -13
44 | Cc1ccc(NC(=O)CNCC2CCCCC2)cc1S(=O)(=O)N(C)C | -12 | -6 | 9 | -24 | 8 | 12 | 5 | -1 | -17 | -1 | -7
45 | CC(=O)Nc1ccc(Oc2nc(-c3ccccn3)nc3ccccc23)cc1 | -26 | 4 | -77 | -6 | -39 | -19 | -10 | -19 | 1 | -51 | -12
46 | Cn1cc(/C=C/C(=O)N2CCCC(C(=O)c3cccc4ccccc34)C2)cn1 (stereo not drawn) | -9 | 10 | 0 | -9 | -2 | 8 | 7 | -2 | -2 | -4 | -23

In the list so far, six have fluorine:
no. | SMILES | TROY NFkB inh | C8 TRAIL sens | LRH-1 inv ag | CF NFkB inh | NCOA3 inh | KKLEB cytotox | COUP-TFII inh | LMP1 NFkB inh | TWEAK-Fn14 inh | SRC1 inh | NCOA2 inhibitor
6 | O=C(NCc1ccncc1)Nc1ccccc1F | 11 | 0 | 7 | 8 | 7 | -6 | 11 | -6 | 5 | -12 | 6
14 | CN(CC(=O)Nc1ccc(S(=O)(=O)N(C)C)cc1)Cc1ccc(C(F)(F)F)cc1 | 24 | -2 | 6 | 0 | 13 | -10 | 4 | 6 | -5 | 5 | -20
17 | CCCSc1cc(=O)n(-c2ccc(F)cc2)nc1C(=O)OCC | -6 | 0 | 15 | 12 | -1 | 1 | 18 | 2 | 8 | -11 | -4
20 | CC(=O)c1sc(NC(=O)C2CCCN2S(=O)(=O)c2ccccc2F)nc1C (stereo not drawn) | 6 | -25 | -9 | 13 | 3 | 7 | 13 | 2 | 12 | -24 | -5
23 | CC(=O)c1cccc(NC(=S)Nc2ccc(F)cc2)c1 | -34 | 4 | 1 | 2 | 2 | -2 | 5 | 4 | -5 | -9 | 9
27 | COc1cccc(Cn2nc3c4cc(F)ccc4n(Cc4ccc(F)cc4)cc-3c2=O)c1 | 7 | 26 | -12 | -6 | -18 | -3 | 5 | 6 | 3 | -4 | -14
